Texas Red fluor: compound fluoresces in the Texas Red spectral region. Compound fluorescence, Texas Red channel, 547/618 nm; stronger effect = higher value. max dye-equivalent concentration, M. 59,000 compounds, 0.06% hits. AID 587; in the data active = max dye-equivalent concentration above about 10 nM; inconclusive = between about 1.1 nM and that limit
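qHTS profiling of intrinsic compound fluorescence; 100 mM Tris pH 8.0; 15 min RT; ex 547 / em 618 nm; response expressed as Texas Red dye-equivalent concentration from six-point plate standard.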
HBB splice mod: alters splicing of the hemoglobin beta chain | HBB splicing reporter cell assay, activation; EGFP reporter with mutant IVS2-654 intron; response scale: normalised to 500 nM splice-correcting PNA | Potency, µM (series often up to 46.1 µM), without a hit: at the top dose activation, most hits filed as activators | 65,000 compounds, 0.06% hits; also: potency is read from the fitted curve at half-maximal effect; 0% is about no effect
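HeLa cells stably expressing EGFP interrupted by mutant beta-globin intron 2 (IVS2-654), 500/well in 2% FCS. Treated with compound for 2 days at 37C. Splicing correction scored as total well GFP intensity (488 nm excitation, 500-520 nm emission); 500 nM antisense PNA served as control.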
DNA Pol III inh: DNA polymerase III holoenzyme inhibition; reconstituted DNA polymerase III holoenzyme replication, biochemical; Potency, µM (series often up to 57.1 µM), without a hit: at the top dose activity change, negative = inhibition; 71,000 compounds, 0.25% hits; AID 603; also: potency is read from the fitted curve at half-maximal effect; % is scaled to controls: 0 for no effect and ±100 for the full control effect
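Reconstituted *E. coli* holoenzyme (0.35 nM Pol III, 1 nM beta, 154 nM SSB, 2 nM primase) was preincubated with compound for 15 min at RT. Synthesis on 1.4 nM ssM13Gori ran 35 min, then was stopped with PicoGreen/EDTA and read as dsDNA fluorescence.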
15-hLO inh: inhibitors of human 15-lipoxygenase (ALOX15) | Potency, µM (doses to about 57.1 µM), for the others: at the highest dose activity change, negative = inhibition, actives largely listed as inhibitors | 74,000 compounds, 1.4% hits | purified 15hLO-1, xylenol orange hydroperoxide absorbance; also: potency is read from the fitted curve at half-maximal effect; % is scaled to controls: 0 for no effect and ±100 for the full control effect; nearly all actives have a fitted effect of over 55% in size
Target sequence (P16050 whole entry, looked up): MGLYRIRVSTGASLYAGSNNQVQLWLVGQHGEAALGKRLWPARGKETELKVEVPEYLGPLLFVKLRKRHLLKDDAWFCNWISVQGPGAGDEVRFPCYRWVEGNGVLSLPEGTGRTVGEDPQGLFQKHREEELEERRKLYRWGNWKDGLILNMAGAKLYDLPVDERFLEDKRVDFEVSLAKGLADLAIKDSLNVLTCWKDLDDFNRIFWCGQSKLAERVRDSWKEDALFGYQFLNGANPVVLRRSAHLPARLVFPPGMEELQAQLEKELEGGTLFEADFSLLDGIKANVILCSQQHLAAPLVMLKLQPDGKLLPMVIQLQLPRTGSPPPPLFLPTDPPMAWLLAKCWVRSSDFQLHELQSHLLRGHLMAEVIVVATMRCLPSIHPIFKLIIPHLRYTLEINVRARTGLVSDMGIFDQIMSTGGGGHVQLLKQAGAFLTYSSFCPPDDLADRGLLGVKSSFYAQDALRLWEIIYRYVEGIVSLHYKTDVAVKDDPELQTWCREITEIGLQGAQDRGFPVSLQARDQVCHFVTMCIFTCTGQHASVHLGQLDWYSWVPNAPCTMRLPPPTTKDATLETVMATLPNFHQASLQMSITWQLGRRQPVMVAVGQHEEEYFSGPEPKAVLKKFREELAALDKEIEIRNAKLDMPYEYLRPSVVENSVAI
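Quantitative HTS in 25 mM Hepes pH 7.5 containing 0.01% Triton X-100: human 15hLO-1 at 40 nM, arachidonic acid at 50 uM, 6 min turnover. Product quantified via ferrous oxidation/xylenol orange, 573:405 nm absorbance ratio.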
Hsp90 Hop PPI: changes Hsp90-Hop TPR2A binding signal, up or down; Potency, µM (titrated, usually from 57 µM), for inactives: at the top dose activity change, negative = inhibition; 71,000 compounds, 0.44% hits; AID 595; AlphaScreen TPR2A-His6 binding biotin-Hsp90 C-terminal peptide; active = well fitted curve in either direction with a large enough effect; inconclusive = small, poorly fitted or top-dose-only effect, or another doubt; also: potency is read from the fitted curve at half-maximal effect; % is scaled to controls: 0 for no effect and ±100 for the full control effect; many of its hits are not listed in these tables
Fluorescein autfl: fluorescein region autofluorescence; AID 593; 59,000 compounds, 0.91% hits; max fluorescein-equivalent concentration, M; Compound autofluorescence, 480/540 nm, fluorescein-equivalent; stronger effect = higher value; in the data active = max fluorescein-equivalent concentration above about 10 nM; inconclusive = between about 1.1 nM and that limit
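Values reflect compound autofluorescence, normalized to fluorescein on the same plate and reported at each tested concentration. Conditions: 100 mM Tris pH 8.0, room temperature, 15 min, excitation 480 nm, emission 540 nm.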
GFP derepression: epigenetic modulators derepressing GFP locus in mouse cells; mouse C127i GFP locus derepression, cytometry, 30 h; Potency, µM (series often up to 46.1 µM), for the others: at the highest dose GFP derepression (activation); 68,000 compounds, 0.09% hits; AID 597; also: % of control where 0% means no effect
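Derepression screen: silenced CMV-GFP reporter in murine C127i cells, 30 h compound incubation at 37 C, washed cells imaged by laser-scanning cytometer to enumerate GFP-expressing objects of 20 to 120 um.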
4-MU autofl: compound fluoresces in the 4-MU spectral region | compound autofluorescence, 340/450 nm, 4-MU equivalents; stronger effect = higher value | 59,000 compounds, 11% hits | max dye-equivalent concentration, M; in the data active = max dye-equivalent concentration above about 10 nM; inconclusive = mostly about 1.1 nM to 9.6 nM
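Intrinsic fluorescence at 340/450 nm (ex/em) was read after 15 min at room temperature in pH 8.0, 100 mM Tris. Each compound concentration expressed as 4-MU-equivalent concentration from a six-point 4-MU standard series on each plate.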
Rhodamine autofl: compound fluoresces in the rhodamine spectral region; Rhodamine-region fluorescence, 547/598 nm, Tris buffer; stronger effect = higher value; max dye-equivalent concentration, M; 59,000 compounds, 0.05% hits; AID 594; in the data active = max dye-equivalent concentration above about 11 nM; inconclusive = between about 1.1 nM and that limit
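Compound fluorescence in 100 mM Tris, pH 8.0, read after 15 min at room temperature with 547 nm excitation and 598 nm emission. Output is dye-equivalent concentration from an on-plate rhodamine standard series.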
Ub-GFP proteasome: ubiquitin-GFP accumulation via proteasome inhibition; Potency, µM (titrated, usually from 45.9 µM), inactives show at the highest dose activation (GFP accumulation), usual class: activators; Ubiquitin-GFP reporter cells, proteasome inhibition, GFP fluorescence; response scale: untreated = 0%, 10 µM MG-132 = 100%; 67,000 tested, under 10 active; active = well fitted activation curve with a large enough effect, not every such curve was filed as active; inconclusive = small, poorly fitted or top-dose-only effect, or another doubt; inactive = no such curve, though single readings can be large or run the other way; also: potency is read from the fitted curve at half-maximal effect
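GFP accumulation read-out: laser plate cytometry counting ubiquitin(G76V)-GFP-expressing U2OS cells after 4 hr compound exposure at 37 °C. Titrations spanned 46 uM to 2.9 nM; 0% = basal, 100% = 10 uM MG-132; concentration-response curves fitted.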
HADH2 inhib: HADH2 (human) dehydrogenase inhibition. Q99714. recombinant HADH2, NADH fluorescence, beta-hydroxybutyryl-CoA. Potency, µM (series often up to 57.1 µM), for inactives: top-dose activity change, negative = inhibition, usual class: inhibitors. 73,000 compounds, 3.4% hits. AID 886; also: potency is read from the fitted curve at half-maximal effect; % is scaled to controls: 0 for no effect and ±100 for the full control effect; nearly all actives have a fitted effect of over 60% in size; many of its hits are not listed in these tables
Target sequence (Q99714 whole entry, looked up, one chain of several): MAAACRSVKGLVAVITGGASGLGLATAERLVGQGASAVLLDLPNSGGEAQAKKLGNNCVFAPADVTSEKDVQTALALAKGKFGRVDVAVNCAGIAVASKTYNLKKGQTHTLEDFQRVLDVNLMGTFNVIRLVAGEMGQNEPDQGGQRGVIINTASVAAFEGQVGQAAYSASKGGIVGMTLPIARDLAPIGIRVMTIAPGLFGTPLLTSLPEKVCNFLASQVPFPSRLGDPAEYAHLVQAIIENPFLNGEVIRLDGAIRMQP
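20 nM HADH2 + cpd, 15 min RT; add 1 mM NAD+/90 uM beta-hydroxybutyryl-CoA; kinetic fluorescence 360/450 nm, 4 min. Tris-HCl pH 9.0, 0.01% Tween-20.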
An asterisk follows results filed as active; i = inactive; ? = inconclusive; . = not tested or not shown; [ ] = remark or other dose. Unless noted, calls follow the shape of the dose curve; as a rule, active = well fitted curve in the direction sought with a large enough effect; inconclusive = small, poorly fitted or top-dose-only effect, or another doubt; inactive = no such curve, though single readings can be large; an effect the other way counts as inactive or inconclusive. The list is partial (hit frequency here may not be typical).

SMILES	Texas Red fluor	HBB splice mod	DNA Pol III inh	15-hLO inh	Hsp90 Hop PPI	Fluorescein autfl	GFP derepression	4-MU autofl	Rhodamine autofl	Ub-GFP proteasome	HADH2 inhib
O=C(NCc1cccs1)c1cc2c(s1)CS(=O)(=O)C2	i	-0.2%	2%	-6%	-2%	i	8%	i	i	9%	-20%
O=S(=O)(c1ccccc1)c1nc(Nc2ccccc2N2CCOCC2)sc1Cl	i	-0.4%[57.5 µM]	2%	-25%	-8%	i	1%	i	i	-2%	-3%
Cc1cc(C)n2nc(C(=O)Oc3ccc4c(c3)OCO4)nc2n1	i	-2.1%	-1%	?	-1%	?	0%	i	i	-3%	-1%
CCn1c(SCc2nc(-c3cccs3)no2)nnc1-c1c[nH]c2ccccc12	i	-0.4%	-5%	-7%	-10%	i	-3%	i	i	0%	7%
N#Cc1cccc(-c2nc3cnc(N4CCOCC4)nc3n(Cc3ccc(F)cc3)c2=O)c1	i	-0.4%	-8%	-3%	-5%	i	0%[9.22 µM]	?	i	10%	-2%
Cc1ccccc1S(=O)(=O)Cc1ccc(C(=O)N2CCN(c3ccc(F)cc3)CC2)o1	i	-0.8%[1.84 µM]	1%	9%	-9%	i	-2%	i	i	3%	3%
CC(c1nnc(SCC(=O)Nc2sccc2C#N)n1-c1ccc(Cl)cc1)N(C)C (stereo unspecified)	i	-1.5%	-4%	-4%	-4%	?	2%	i	i	13%	-7%
CCn1cc(C(=O)OCC(=O)Nc2c(C)n(C)n(-c3ccccc3)c2=O)c(=O)c2ccc(C)nc21	.	-8.9%	-2%	5%	-2%	.	8%	.	.	-3%	-7%
CS(=O)(=O)N1CCC2(CC1)CN(c1ncccn1)C2	i	4.9%	-5%	-7%	-3%	i	2%[9.22 µM]	i	i	-5%	1%
COc1ccc(Cl)cc1NC(=O)CN(C)C(C)C(=O)NCC1CCCCC1 (stereo unspecified)	i	4.3%[1.84 µM]	5%	-2%	5%	i	-2%	i	i	22%	10%
Cc1sc2ncnc(N3CCN(c4ncccn4)CC3)c2c1C	i	-0.1%[57.5 µM]	11%	-2%	0%	i	2%	i	i	-3%	6%
CCOC(OCC)P(=O)(O)CCCNCc1ccc(Cl)c(Cl)c1	.	.	-2%	?	-1%	.	-1%	.	.	-7%	-9%
CC(C)C[C@H](NC(=O)NC(C)C)C(=O)O	i	0.8%	-2%	9%	-3%	i	0%	i	i	14%	8%
CCOc1ccc(NC(=O)C2CC(=O)N(c3cc(C)cc(C)c3)C2)cc1 (stereo unspecified)	i	2.9%	-4%	-3%	1%	i	6%	i	i	3%	13%
CCOC(=O)c1cc2c(ccn2C)n1CC(=O)N1CCN(c2ccc(F)cc2)CC1	?	-2.3%	-3%	-13%	-20%	?	1%	i	i	-1%	6%
C=CCn1c(-c2cccs2)nc2nc3ccccc3nc21	i	-1.1%[0.369 µM]	-13%	9%	13%	i	5%	1.3e-05M*	i	.	?
COc1ccccc1N1CCN(C(=O)c2oc3cc(C)c(C)cc3c2C)CC1	i	6.6%	2%	-2%	-5%	i	8%	i	i	-1%	4%
Brc1ccccc1-c1nnc2sc(Cc3ccccc3)nn12	i	-0.1%	0%	1%	-5%	i	0%	i	i	1%	7%
O=C(NCCN1CCCC1)c1ccc2c(=O)n(CCc3ccccc3)c(=O)[nH]c2c1	i	-1.0%	-6%	-15%	-5%	i	2%	2.5e-08M*	i	-6%	23%
CCCn1nnc(NC(=O)c2ccco2)n1	i	1.3%	-4%	9%	-5%	i	6%	i	i	2%	9%
O=C(c1ccc(CS(=O)(=O)c2ccc(Br)cc2)o1)N1CCN(C2CCCCC2)CC1	.	0.6%	4%	6%	-2%	.	0%	.	.	0%	-2%
Cc1nc(SCC#N)c2c3c(sc2n1)CCC3	i	1.1%	-6%	-4%	?	i	6%	i	i	-5%	18%
O=C(Oc1ccc(-c2ccccc2)cc1)N1CCOCC1	i	0.0%	-4%	2%	1%	i	-2%	?	i	-1%	5%
O=C(NCCc1ccc(Cl)cc1)C1CCN(C(=O)c2sccc2-n2cccc2)CC1	i	-1.8%[57.5 µM]	-4%	-15%	-7%	?	0%	i	i	2%	2%
O=C(CSc1nc(C2CCCCC2)n(-c2ccccc2)n1)NCCN1C(=O)CSC1=O	i	-0.4%[57.5 µM]	0%	?	0%	?	0%	?	i	3%	10%
CN(C)C(CNC(=O)Nc1cccc(Cl)c1)c1cccnc1 (stereo unspecified)	i	-3.4%	-3%	-3%	-4%	i	1%	i	i	0%	6%
CCOC(=O)c1sc(NC(=O)c2c(C)noc2C)c(C(=O)OCC)c1C	i	0.1%	1%	-7%	-5%	?	7%	i	i	-1%	9%
CC(C)C1Oc2ccccc2N(CC(=O)N(Cc2ccccn2)CC2CCCO2)C1=O (stereo unspecified)	i	0.6%[57.5 µM]	-13%	5%	-2%	i	-2%	i	i	3%	14%
COC(=O)C1=CN(C2CC2)C=C(C(=O)OC)C1c1ccc(C(=O)OC)cc1	.	-1.4%[0.0738 µM]	1%[11.4 µM]	5%[11.4 µM]	9%[11 µM]	.	0%	.	.	-11%[9.17 µM]	-15%[11.4 µM]
COc1cc(OC)c(S(=O)(=O)N2CCCCC2)cc1S(=O)(=O)N1CCCCC1	?	3.8%	1%	9%	1%	?	0%	i	i	-1%	7%
CC(C)N1C(=O)CCC1C(=O)NCCc1ccccc1 (stereo unspecified)	i	-1.5%[57.5 µM]	-6%	4%	1%	i	2%	1.1e-08M*	i	3%	5%
COc1ccc(C2C(C#N)=C(N)Oc3cc(C)n(CCN4CCOCC4)c(=O)c32)cc1OC (stereo unspecified)	i	.	.	.	.	?	4%[20.6 µM]	i	i	.	.
Cc1ccc(N2CC(C(=O)Nc3nnc(C)s3)CC2=O)cc1 (stereo unspecified)	i	-0.6%	-3%	-2%	1%	i	-3%	i	i	11%	-6%
CCCC(CCC(=O)OC)(C(=O)OCC)c1csc(N)n1 (stereo unspecified)	i	.	0%	-19%	2%	i	0%	i	i	-4%	-15%
COc1ccc(NC(=O)[C@@H]2[C@@H]3C(=O)N(C4CCCCC4)C(=O)[C@@H]3C3c4ccccc4C=CN32)cc1 (stereo partly specified)	i	1.8%[57.5 µM]	7%	-13%	-18%	?	-2%	i	i	-1%	22%
O=C(O)CCn1cnc2ccccc2c1=O	?	-2.0%	0%	-3%	-3%	?	-1%	i	i	3%	-4%
CCN1CCN(CCCNC(=O)c2cc3sccc3n2CC)CC1	.	2.0%	5%	-10%	-1%	.	0%	.	.	13%	-2%
COc1ccccc1NC(=O)CN1CCN(CC(=O)Nc2ccc3c(c2)OCO3)CC1	?	-3.5%	-2%	4%	-8%	i	2%	i	i	-1%	-2%
COc1ccc(CCN(C(=O)c2ccc(F)cc2)C2=CC3CCC(C2)N3C)cc1OC (stereo unspecified)	i	-0.6%[57.5 µM]	-3%	8%	0%	i	-1%	i	i	2%	-11%

Another view of some results above:
compound,Texas Red fluor,HBB splice mod,DNA Pol III inh,15-hLO inh,Hsp90 Hop PPI,Fluorescein autfl,GFP derepression,4-MU autofl,Rhodamine autofl,Ub-GFP proteasome,HADH2 inhib
Cc1ccc(N2CC(C(=O)Nc3nnc(C)s3)CC2=O)cc1 (stereo unspecified),i,-0.6%,-3%,-2%,1%,i,-3%,i,i,11%,-6%
CCCC(CCC(=O)OC)(C(=O)OCC)c1csc(N)n1 (stereo unspecified),i,.,0%,-19%,2%,i,0%,i,i,-4%,-15%
COc1ccc(NC(=O)[C@@H]2[C@@H]3C(=O)N(C4CCCCC4)C(=O)[C@@H]3C3c4ccccc4C=CN32)cc1 (stereo partly specified),i,1.8%[57.5 µM],7%,-13%,-18%,?,-2%,i,i,-1%,22%
O=C(O)CCn1cnc2ccccc2c1=O,?,-2.0%,0%,-3%,-3%,?,-1%,i,i,3%,-4%
CCN1CCN(CCCNC(=O)c2cc3sccc3n2CC)CC1,.,2.0%,5%,-10%,-1%,.,0%,.,.,13%,-2%
COc1ccccc1NC(=O)CN1CCN(CC(=O)Nc2ccc3c(c2)OCO3)CC1,?,-3.5%,-2%,4%,-8%,i,2%,i,i,-1%,-2%
COc1ccc(CCN(C(=O)c2ccc(F)cc2)C2=CC3CCC(C2)N3C)cc1OC (stereo unspecified),i,-0.6%[57.5 µM],-3%,8%,0%,i,-1%,i,i,2%,-11%

Screens from PubChem.
